Anthrax LF inh2: Bacillus anthracis LF protease inhibitors, primary screen, biochemical, multiplex microsphere, MLPCN library. multiplex microsphere protease cleavage assay. AID 588501, 2011. 360,000 compounds, 0.12% hits. inhibition, % at 10 µM; further: plate controls were buffer without enzyme for full effect and enzyme alone for no effect
Target sequence (P15917 whole entry, looked up): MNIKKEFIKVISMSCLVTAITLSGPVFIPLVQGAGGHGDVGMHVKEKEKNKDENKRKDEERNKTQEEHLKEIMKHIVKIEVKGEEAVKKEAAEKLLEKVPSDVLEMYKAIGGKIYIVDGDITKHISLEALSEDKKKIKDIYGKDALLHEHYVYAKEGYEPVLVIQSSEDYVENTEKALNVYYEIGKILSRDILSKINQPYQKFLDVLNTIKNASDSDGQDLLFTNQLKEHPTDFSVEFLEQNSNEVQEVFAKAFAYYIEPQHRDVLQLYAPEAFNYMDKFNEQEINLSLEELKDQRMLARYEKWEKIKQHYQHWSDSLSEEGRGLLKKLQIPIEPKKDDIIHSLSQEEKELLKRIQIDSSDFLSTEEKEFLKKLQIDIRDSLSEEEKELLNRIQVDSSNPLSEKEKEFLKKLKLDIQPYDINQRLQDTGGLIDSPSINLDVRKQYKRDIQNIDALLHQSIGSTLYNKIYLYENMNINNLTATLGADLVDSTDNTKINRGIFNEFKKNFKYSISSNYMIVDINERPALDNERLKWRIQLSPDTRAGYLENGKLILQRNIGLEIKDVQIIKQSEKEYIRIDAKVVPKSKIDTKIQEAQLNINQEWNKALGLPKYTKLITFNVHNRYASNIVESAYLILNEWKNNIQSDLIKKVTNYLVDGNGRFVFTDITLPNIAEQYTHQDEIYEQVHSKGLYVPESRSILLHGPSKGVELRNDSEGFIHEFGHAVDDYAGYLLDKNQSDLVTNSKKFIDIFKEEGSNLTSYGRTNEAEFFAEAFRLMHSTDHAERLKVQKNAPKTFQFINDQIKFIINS
BoNT-A LC inh2: BoNT/A light chain protease inhibitors, primary screen, biochemical, flow cytometry, MLPCN library; Botulinum neurotoxin type A light chain protease (Clostridium botulinum A str. ATCC 3502); multiplex microsphere protease substrate cleavage; inhibition, % at 10 µM; 360,000 compounds, 0.17% hits; further: plate controls were buffer without enzyme for full effect and enzyme alone for no effect
Yp Topo-I inh: Yersinia pestis topoisomerase I inhibitors, primary screen, biochemical, cleavage product accumulation, plate reader, single point | DNA topoisomerase I (Yersinia pestis CO92) | Y. pestis Topo-I cleavage product accumulation | activity, % at 10 µM | 360,000 compounds, 0.064% hits; in the data active means activity above about 50%, passing the limit was not always enough; inconclusive means no clear call, values can overlap the other calls; further: inactives centre near 2
CCHF vOTU inh: CCHFV vOTU protease inhibitors, primary screen, biochemical, Pep-AMC substrate, fluorescence; inhibition, % at 11.5 µM; 370,000 compounds, 0.55% hits; in the data active means inhibition above about 30%; further: 0% = vehicle wells with enzyme and 100% = no enzyme wells
PrPC TRFRET: inhibitors of human cell surface prion protein PrPC, primary screen, cell-based, TR-FRET | Major prion protein (Homo sapiens), P04156 | TR-FRET read-out | inhibition, % at 13.8 µM | 370,000 compounds, 0.43% hits; in the data active means inhibition above about 24%; further: 0% = median of the test wells and 100% = reference compound wells
FadD28 FP inh: inhibitors of FadD28 bisubstrate probe binding, primary screen, biochemical, fluorescence polarization, single point. Mycobacterium tuberculosis FadD28 fatty-acid-AMP ligase. inhibition, % at 12.5 µM. 360,000 compounds, 0.22% hits. AID 588549, 2011; in the data active means inhibition above about 8.5%, passing the limit was not always enough; inconclusive means no clear call, values can overlap the other calls
BoNT-F LC inh: BoNT/F light chain protease inhibitors, primary screen, biochemical, flow cytometry, MLPCN library. Multiplex microsphere protease cleavage assay. Botulinum neurotoxin type F light chain protease (Clostridium botulinum). 360,000 compounds, 0.22% hits. inhibition, % at 10 µM; in the data active means inhibition above about 35%, passing the limit was not always enough; inconclusive means no clear call, values can overlap the other calls; further: plate controls were buffer without enzyme for full effect and enzyme alone for no effect
PfHsp40 yeast: rescue of yeast from PfHsp40 toxicity, primary screen, S. cerevisiae, ATP luminescence; S. cerevisiae expressing PfHsp40, growth rescue; growth rescue, % at 12.5 µM; 340,000 compounds, 0.68% hits; AID 504582, 2011; in the data active means growth rescue above about 28%, passing the limit was not always enough; inconclusive means no clear call, values can overlap the other calls;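 further: yeast W303a lacking pdr1 and pdr3 grown in galactose medium; growth measured after three days at 30 °C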
TcdB inh: TcdB glycohydrolase inhibitors, primary screen, biochemical, single point, plate reader | Toxin B (Clostridioides difficile), P18177 | TcdB glycohydrolase enzymatic assay | inhibition, % at 9.99 µM | 350,000 compounds, 0.24% hits | AID 652162, 2013; in the data active means inhibition above about 10%
* marks the source's active call; other numbers are inactive results; ? = inconclusive; nt = no result given. Unless noted, no stated cut-off is given here; in the data, active means inhibition above about 30%; inconclusive means no clear call, values can overlap the other calls; inactive means below that.

SMILES	Anthrax LF inh2	BoNT-A LC inh2	Yp Topo-I inh	CCHF vOTU inh	PrPC TRFRET	FadD28 FP inh	BoNT-F LC inh	PfHsp40 yeast	TcdB inh
COc1ccc(CC2(C)OC(c3ccc(C)c([N+](=O)[O-])c3)=NN2C(C)=O)cc1 (stereo not given)	-15	-0.8	37	4	-3	-2.0	-4	0.0	1.3
Oc1ccccc1/C=N/Nc1nc2ccccc2o1	1	-0.7	-6	21	4	0.0	-5	0.9	0.0
CCNc1nc(Oc2ccc(=O)[nH]n2)nc(SC)n1	1	0.4	9	-1	-7	-0.8	6	1.1	nt
CCC(/C=N/NC(=O)C1COc2ccccc2O1)CC (stereo not given)	0	0.0	-1	-14	-3	-0.3	-3	1.9	nt
CN(CCNC(=O)c1c[nH]c2c1ccc1ccccc12)CCNC(=O)c1c[nH]c2c1ccc1ccccc12	0	-1.0	-26	-35	3	-12	-30	1.1	-1.3
O=C1CCCN1CCCNC(=S)Nc1ccc(F)cc1	-2	-0.7	-1	0	-3	-2.5	-4	-1.0	1.0
CCOC(=O)CC1C(=O)NCCN1C(=O)c1ccc(Cl)cc1 (stereo not given)	-1	-1.2	-6	12	-6	0.4	20	0.0	1.7
COc1ccc(CCN2C(=O)c3cccc4cccc(c34)C2=O)cc1OC	-17	11	4	-8	-4	-3.8	10	-1.1	nt
O=C1C[C@@H]2C(=O)N(c3ccccc3)C(=O)[C@@H]2[C@@H]2CN(S(=O)(=O)c3ccccc3)[C@@H](c3ccccc3)[C@H]12	8	-0.4	nt	4	1	-1.4	-4	nt	0.5
COc1cccc(-c2nc(N)nc(SC)c2C#N)c1	-5	0.3	-5	-2	1	-3.0	3	0.6	2.4
Cc1ccccc1NC(=O)c1ccc(CN2CCC(Cc3ccccc3)CC2)cc1	0	0.1	2	-9	-13	-3.2	-1	2.2	nt
CCCCn1c(N)c(N(CCC(C)C)C(=O)COC(=O)c2ccc3ccccc3c2)c(=O)[nH]c1=O	-8	-31	6	-4	-3	-1.2	-47	-1.4	1.2

Entries of single compounds, looked up by structure. Order of values: Anthrax LF inh2, BoNT-A LC inh2, Yp Topo-I inh, CCHF vOTU inh, PrPC TRFRET, FadD28 FP inh, BoNT-F LC inh, PfHsp40 yeast, TcdB inh
`O=C1C[C@@H]2C(=O)N(c3ccccc3)C(=O)[C@@H]2[C@@H]2CN(S(=O)(=O)c3ccccc3)[C@@H](c3ccccc3)[C@H]12` reads 8, -0.4, nt, 4, 1, -1.4, -4, nt, 0.5
`CN(CCNC(=O)c1c[nH]c2c1ccc1ccccc12)CCNC(=O)c1c[nH]c2c1ccc1ccccc12` reads 0, -1.0, -26, -35, 3, -12, -30, 1.1, -1.3
`COc1ccc(CCN2C(=O)c3cccc4cccc(c34)C2=O)cc1OC` reads -17, 11, 4, -8, -4, -3.8, 10, -1.1, nt
`CCNc1nc(Oc2ccc(=O)[nH]n2)nc(SC)n1` reads 1, 0.4, 9, -1, -7, -0.8, 6, 1.1, nt
`COc1ccc(CC2(C)OC(c3ccc(C)c([N+](=O)[O-])c3)=NN2C(C)=O)cc1` (stereo not given) reads -15, -0.8, 37, 4, -3, -2.0, -4, 0.0, 1.3

Continuation:
SMILES	Anthrax LF inh2	BoNT-A LC inh2	Yp Topo-I inh	CCHF vOTU inh	PrPC TRFRET	FadD28 FP inh	BoNT-F LC inh	PfHsp40 yeast	TcdB inh
CCN(C(=O)CN(C1=NC2CS(=O)(=O)CC2S1)c1ccc(OC)cc1)c1cccc(C)c1 (stereo not given)	-2	-0.3	27	-5	-4	-3.3	-1	nt	-0.1
CC(C)(C)c1ccc(C(=O)NCCC(=O)N2CCC3(CC2)NCCc2[nH]cnc23)cc1	0	-0.1	-10	5	1	-2.3	-5	-0.1	1.0
CCc1cccc(CC)c1-n1c(SCC(=O)N2CCCc3ccccc32)nc(O)cc1=O	-2	-0.2	-2	1	-6	-1.2	0	3.1	1.3
COc1ccc2nc(C)cc(N3CCN(c4ccccc4)CC3)c2c1	-1	0.4	35	20	-5	-1.2	7	1.0	-0.8
CC(=C\C(=O)O)/C(=C\c1cccc2ccccc12)C(=O)O	8	0.1	-3	0	-2	-0.3	-1	0.4	0.2
Cc1ccc(-c2nc3ccc(Cl)cc3c(=O)n2O)cc1	-7	5.5	3	-2	-2	0.2	-18	355*	-1.6
Cc1ccc(-c2nnc(SCc3ccccc3F)o2)cc1	-1	0.4	10	-1	-9	-4.6	-3	0.0	nt
COCCN(CCOC)c1nc(-c2ccc([N+](=O)[O-])cc2)nc2ccccc12	7	?	2	0	2	-2.4	?	0.5	0.7
CC(=O)NC12CC3CC(C1)CC(C(=O)OCC(=O)NC(=O)c1cccn1C)(C3)C2	-2	-1.9	-9	-5	-4	-1.6	-10	-0.8	nt
CC(=O)Nc1cccc(Nc2nc(-c3ccccc3F)nc3ccccc23)c1	-1	-0.6	-6	10	10	-8.9	-2	0.1	-1.5
CCn1c(SCC(N)=O)nc2c1c(=O)n(C)c(=O)n2C	-2	-0.2	1	0	-4	0.2	-1	0.6	nt
COc1ccc(C(=O)CSc2nc3[nH]ncc3c(=O)[nH]2)cc1	-2	-0.4	0	-6	7	-3.0	-3	-1.1	0.1
Cc1cccc(C)c1NC(=O)CNC(=O)c1ccc2nc[nH]c2c1	-1	6.2	10	8	1	-0.7	9	-0.5	2.9
O=C(CNC(=O)c1ccc2c(c1)OCCO2)N=Nc1c(O)[nH]c2ccccc12	0	-0.9	-5	21	-19	-0.5	3	-0.8	-0.6
O=C(c1ccc(Cl)cc1)[C@@H]1[C@@H]2C(=O)N(c3cccc4ccccc34)C(=O)[C@@H]2C2c3ccccc3C=NN21 (stereo not given in full)	0	0.0	-7	-3	8	-0.8	0	0.8	0.6
O=C(c1ccccc1)c1cccn1CC(=O)N1CCc2ccccc2C1	-5	-1.1	11	2	-5	-1.7	-1	0.7	1.5
CCCCc1cc2ccccc2c(OCCN(C)C)n1	-5	-0.5	-7	-1	0	-1.7	-5	-0.7	1.2
CC(=O)NCC(=O)N(C)C(C(=O)Nc1ccc2c(c1)OCCO2)c1ccc(C)cc1 (stereo not given)	2	-0.3	-4	9	3	-0.6	-2	0.0	1.1
CCOc1ccc(NC(=O)C2CC=CCC2C(=O)O)cc1 (stereo not given)	0	0.5	-2	-11	6	-0.9	0	-0.6	nt
CCOC(=O)c1sc(NC(=O)c2cc(S(=O)(=O)N3CCOCC3)ccc2C)nc1C	-3	1.1	1	14	4	-0.8	-3	-0.6	nt
CCSc1ccccc1C(=O)Nc1ccc2c(c1)OCO2	-4	0.2	-7	4	-2	-0.9	-1	-0.6	-2.4
CCn1c(=S)sc2c(=O)n(-c3ccccc3)c(=S)[nH]c21	4	0.4	1	-6	4	-2.3	1	-1.5	0.6
CCOC(=O)c1c(C)[nH]c(C)c1S(=O)(=O)N(C)CC(=O)N(C)Cc1ccccc1	-2	0.3	-9	5	5	1.4	4	-2.1	-0.1
COc1ccc(C)cc1NC(=O)c1ccc(NS(=O)(=O)c2c(C)noc2C)cc1	-2	0.0	-2	3	7	-1.8	1	1.0	2.2
Cc1ccc(Nc2cc(C)nc3c(C)cccc23)cc1	-6	-7.4	10	10	-3	-0.6	12	-0.8	1.3
CC(C)(C)c1cc[n+](-c2[nH]c(=O)sc2/C=N/NC(=O)c2ccccc2[O-])cc1	4	-3.3	-5	10	-32	-1.1	-23	-0.7	0.2
CC(=O)Nc1cccc(OCC(=O)Nc2cccc(S(=O)(=O)N3CCCC3)c2)c1	nt	nt	5	3	7	-3.1	nt	0.1	-1.2
Cc1ccccc1CSc1nnc(Cn2c(=O)sc3ccccc32)n1C	0	-0.4	11	-1	-3	-1.6	6	0.7	1.6
COc1ccc(Cl)cc1NC(=O)CN1C(=O)NC(Cc2c[nH]c3ccccc23)C1=O (stereo not given)	-7	0.7	-17	-22	0	3.9	-2	0.7	5.1
Cc1ccc(OCC(COCc2ccccc2)NC(C)C)cc1 (stereo not given)	-2	-0.4	6	6	1	-1.9	-21	-1.4	0.5
C/C(=N\Nc1cc(Cl)nc(C)n1)c1ccccc1	2	-0.3	0	-3	-1	-3.7	-9	1.0	nt
Nc1ccc(N2CCN(C(=O)c3cccs3)CC2)cc1	-6	-0.4	-12	-1	-15	0.5	-16	-0.4	nt
COCCNC(=O)CCn1nc(-c2ccc(Cl)cc2)ccc1=O	1	-1.3	-7	7	-5	-1.2	-7	0.5	nt
COc1ccccc1-c1cnc(C(O)c2c(C)cc(C)cc2C)[nH]1 (stereo not given)	-4	-0.5	6	26	1	-6.6	-2	nt	0.6
CC1C/C(=N/NC(=O)c2cccs2)CC(C)(C)C1 (stereo not given)	-4	?	-2	5	5	-2.5	-4	1.8	nt
C=CCN1C(=O)c2cccc3c(Br)ccc(c23)C1=O	-2	0.4	1	6	7	-2.6	-2	-1.7	0.0
COc1ccc(NCC(=O)n2c(C)c(C)c3ccccc32)cc1	-3	-0.7	10	-7	9	-0.4	-4	0.1	0.9
C=CCN1C(=O)NC(c2ccc(OC)cc2)(C(F)(F)F)S/C1=C(\C#N)c1nnc(N2CCOCC2)n1-c1ccccc1 (stereo not given)	-1	-0.3	44	9	3	-4.4	-2	0.6	0.9
CC(Oc1ccc(Br)cc1Br)C(=O)Nc1cccnc1 (stereo not given)	-2	-0.1	14	-3	-6	-3.9	-7	7.9	1.6
O=C(CN1c2cccc3cccc(c23)S1(=O)=O)N1CCN(c2ccccc2)CC1	0	2.9	25	25	-6	-2.1	6	0.0	-6.8
CC1CCN(C(=S)c2cn(Cc3cccc(F)c3)c3ccccc23)CC1	-3	-0.5	31	10	2	-1.1	-1	3.9	-1.1
Cc1ccc(S(=O)(=O)CCC(=O)OCC(=O)Nc2sccc2C#N)cc1	2	-0.2	-3	6	4	-0.4	1	nt	0.4
CC(NC(=O)Nc1ccccc1O)(C(F)(F)F)C(F)(F)F	-4	0.7	-12	-1	-3	-0.9	4	-2.5	nt
CCN(CC)CCN(Cc1cc2cc3c(cc2[nH]c1=O)OCO3)C(=S)NCCCN(C)C	-14	0.1	-5	-44	-3	-1.4	-6	13	-0.3
Cc1cc(N)c(-n2cc3c(=O)n(C)c(=O)n(C)c3c2)cc1C	7	9.9	-6	3	0	-1.5	11	0.1	nt
CCC(=O)NNc1nc2c(F)cc(F)cc2s1	-5	0.3	8	-3	1	-2.5	2	0.0	-0.7
CCN(CC)C(=O)c1sc2nc(-c3ccc(OC)cc3)cn2c1C	nt	nt	9	-5	-2	-1.1	nt	-1.5	nt
COc1ccc(Oc2cc(NC(=O)c3nn(C)cc3[N+](=O)[O-])cc([N+](=O)[O-])c2)cc1	-2	-0.8	-8	-6	-17	-3.3	-11	-0.4	2.0
CC(=O)c1ccc(NC(=O)C2CCCN2S(=O)(=O)c2ccc(C)cc2)cc1 (stereo not given)	-10	-0.9	5	16	6	-1.3	-6	0.5	-2.9

Three compounds from above, reduced to BoNT-F LC inh and FadD28 FP inh:
Molecule	BoNT-F LC inh	FadD28 FP inh
CC(Oc1ccc(Br)cc1Br)C(=O)Nc1cccnc1 (stereo not given)	-7	-3.9
CCN(CC)C(=O)c1sc2nc(-c3ccc(OC)cc3)cn2c1C	nt	-1.1
Cc1ccc(S(=O)(=O)CCC(=O)OCC(=O)Nc2sccc2C#N)cc1	1	-0.4
